Screening results: PubChem, National Center for Advancing Translational Sciences (NCATS)
TGFb SMAD3 inh – blocks TGF-b signaling; actives 1.2% (n = 410,000); Potency, µM (series often up to 46.1 µM), for the others: at the highest dose activity, negative = inhibition, most hits filed as inhibitors; HepG2 CAGA-GFP TGF-b/SMAD3 reporter, GFP fluorescence, 18 h; TGF-beta stimulated, 500 pg/mL final; AID 588855; also: potency is read from the fitted curve at half-maximal effect; % is scaled to controls: 0 for no effect and ±100 for the full control effect; nearly all actives have a fitted effect of over 65% in size
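Inhibition of TGF-beta-driven CAGA-GFP reporter expression in HEPG2 cells is measured by cellular GFP fluorescence after 18 h stimulation with 500 pg/mL recombinant TGF-beta in 1% FBS medium at 37 degrees C.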
HepG2 tox – HepG2 cytotoxicity, counter-screen for TGF-b inhibitors; HepG2 CAGA-GFP viability, ATP luminescence, 18 h; Potency, µM (doses to about 46.1 µM), without a hit: at the highest dose activity change, negative = cytotoxicity, usual class: cytotoxic; actives 0.76% (n = 410,000); AID 588856; also: potency is read from the fitted curve at half-maximal effect; some results filed as inactive show a strong effect at the top dose
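HepG2 CAGA-GFP cells (1000/well, DMEM with 1% FBS) received compound, then TGF-beta at 500 pg/mL final, and were incubated 18 hours at 37 degrees C. Viability was read by CellTiter-Glo luminescence. Media-only wells were set as complete cell-killing and DMSO as no toxicity.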
A549 viability – counter-screen for Nrf2 inhibitors: cytotoxicity in A549 cells; A549 ARE-Fluc cells, CellTiter-Fluor viability, 18-24 h; Potency, µM (highest dose often 46 µM), for inactives: at the highest dose activity change, negative = cytotoxicity, usual class: inhibitors; actives 0.16% (n = 390,000); AID 504648; also: potency is read from the fitted curve at half-maximal effect; % is scaled to controls: 0 for no effect and ±100 for the full control effect
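A549 ARE_Fluc cells in 5% FBS OPTI-MEM were exposed to compounds in concentration-response for 18-24 h at 37 deg C. Viability was read by CellTiter-Fluor fluorescence (Ex 405/Em 525) after 30 min, before the luciferase read.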
ATXN viability – viability counter-screen for ATXN expression inhibitors; actives 0.49% (n = 400,000); Potency, µM (top dose mostly 56.7 µM), most hits filed as cytotoxic; S2 cells (HEK-293 line with an ATXN2-luciferase reporter) viability, CellTiter-Fluor protease fluorescence, 24 h; AID 651635; also: potency is read from the fitted curve at half-maximal effect; nearly all actives have a fitted effect of over 40% in size
Nrf2 inh – blocks Nrf2 signaling; Potency, µM (doses to about 46 µM), for inactives: top-dose activity change, negative = inhibition, usual class: inhibitors; A549 ARE-Fluc reporter, luciferase luminescence, 18-24 h; actives 2.1% (n = 360,000); also: potency is read from the fitted curve at half-maximal effect; % is scaled to controls: 0 for no effect and ±100 for the full control effect; nearly all actives have a fitted effect of over 60% in size
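Reporter: ARE-Fluc in A549. Exposure: 18-24 h, 37 °C, 5% CO2, 5% FBS OPTI-MEM. Readouts: fluorescent cytotoxicity (CellTiter-Fluor), then luminescent Nrf2 signal after BugLite.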
Nrf2 ARE act – activates Nrf2 signaling; AREc32 ARE-luciferase reporter (MCF7-derived line), luminescence, 24 h; Potency, µM (doses to about 46.1 µM), inactives show at the highest dose activation, hits mostly activators; actives 0.31% (n = 410,000); AID 624171; also: potency is read from the fitted curve at half-maximal effect; % of control where 0% means no effect; nearly all actives have a fitted effect of over 65% in size
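Reporter line AREc32 (ARE-Fluc), seeded overnight in OPTI-MEM with 5% FBS; compound pin-transferred, 24 hr at 37 deg C, 5% CO2; luminescent read-out.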
MCF10A rerep – DNA re-replication induction in MCF 10a cells; actives 2.9% (n = 350,000); Potency, µM (titrated, usually from 46.1 µM), without a hit: at the highest dose activity, positive = re-replication, actives largely listed as activators; MCF 10A DNA re-replication, Hoechst nuclear intensity, 48 h; also: potency is read from the fitted curve at half-maximal effect; % of control where 0% means no effect; nearly all actives have a fitted effect of over 50% in size
ATXN2 expr inh – reduces ATXN2 reporter expression in HEK-293 cells; HEK-293 ATXN2-luciferase reporter, luminescence, 24 h; AID 1745845; Potency, µM (highest dose often 57 µM), inactives show top-dose activity change, negative = inhibition, most hits filed as inhibitors; actives 0.72% (n = 360,000); also: potency is read from the fitted curve at half-maximal effect; % is scaled to controls: 0 for no effect and ±100 for the full control effect; nearly all actives have a fitted effect of over 55% in size
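ATXN2-luciferase reporter cells (luciferase flanked by upstream and downstream ATXN2 gene portions) were treated 24 h at 37 °C with compounds at up to 57 uM. SteadyGlo luminescence gave expression; GF-AFC fluorescence gave viability.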
IL-1B inflam inh – inflammasome signaling inhibition, IL-1 beta readout; THP-1 LPS/ATP IL-1B secretion, AlphaLISA, 16 h; hits give low values; activity change, % at 57.5 µM; actives 4.7% (n = 360,000); AID 743279; in the data active = activity change below about -50%; inconclusive = mostly about -30% to -49%; also: % is scaled to controls: 0 for no effect and ±100 for the full control effect
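Secreted IL-1B measured by AlphaLISA bead assay after 16 h compound exposure of THP-1 cells; compounds (final up to 57.5 uM) added 1 h before LPS (250 ng/mL) and ATP (1.25 mM) stimulation; lower signal means less secretion.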
* = called active by the depositor; i = inactive; ? = inconclusive; / = not tested or not shown; & = joins results of further samples; [ ] = remark or other dose. Unless noted, calls follow the shape of the dose curve; as a rule, active = well fitted curve in the direction sought with a large enough effect; inconclusive = small, poorly fitted or top-dose-only effect, or another doubt; inactive = no such curve, though single readings can be large; an effect the other way counts as inactive or inconclusive.

SMILES	TGFb SMAD3 inh	HepG2 tox	A549 viability	ATXN viability	Nrf2 inh	Nrf2 ARE act	MCF10A rerep	ATXN2 expr inh	IL-1B inflam inh
Cc1ccc2cccc(NC(=O)c3ccc(-c4ccc(Br)cc4)o3)c2n1	-3%	-2%	25%	i	9%	4.6%	/	-2%	/
Cc1cn([C@H]2C[C@H](O)[C@@H](CCC(=O)NCC(c3ccccc3)c3ccccc3)O2)c(=O)[nH]c1=O	?	4%	/	i	/	-1.3%	/	15%	15
Cc1[nH]c2ccccc2c1C(=O)C(=O)NCc1ccncc1	17%	4%	-7%	i	25%	-0.2%	-2%	5%	14
COc1ccc(NC(=O)c2cc(S(=O)(=O)N3CCCCC3)ccc2N2CCCCC2)cn1	-4%	1%	-14%	i	-11%	2.7%	-182%[0.0737 µM]	16%	-9
CCCCCCCC[n+]1cccc2c3ccccc3ccc21	1.4µM*	-10%	-7%	?	?	-0.5%	?	/	0
COc1cccc(-c2c(-c3cc(OC)cc(OC)c3)n(C)c3ccc(-c4cccc5[nH]ccc45)cc23)c1	-10%	-2%	18%	i	16%	-2.0%	0%	-20%	-10
COc1ccc(CN2C(=O)CCC2(C)C(=O)NC2CCCCCC2)cc1 (stereo unspecified)	7%	-20%	3%	i	-8%	-0.4%	17%	-2%	-9
CCC(c1nnnn1Cc1cccs1)N1CCN(C2CCCC2)CC1 (stereo unspecified)	10%	4%	2%	i	20%	-0.3%	23%	-9%	-20
Cc1sc(NC(=O)c2ccc(=O)n(C)n2)nc1-c1ccccc1	0%	0%	6%	i	20%	5.1%	23µM*	-5%	?
COc1ccc(NC(=O)c2cccc(N3C(=O)c4ccc(C(=O)Nc5ccc(OC)c(O)c5)cc4C3=O)c2)cc1O	0%	-1%	4%	i	?	-0.4%	?	?	-3
COc1ccc(/C=C2\SC(=S)N(CC(=O)NCCO)C2=O)cc1	1%	10%	4%	i	12%	0.2%	6%	26%	7
CCCc1nnc(NC(=O)CCC(=O)NCCc2ccc(Cl)cc2)s1	6%	-17%	0%	i	0%	-0.5%	-1%	5%	0
CCCCNC(=S)NC(=O)c1ccc([N+](=O)[O-])cc1	6%	-6%	1%	i	/	4.2%	23%	22%	-2
CN1CCN(c2ncnc3c2ncn3[C@H]2CN(Cc3ccccc3)C[C@@H](CO)O2)CC1	2%	2%	/	i	/	0.3%[9.22 µM]	/	8%	-8
COc1ccccc1S(=O)(=O)Cc1ccc(C(=O)NCc2ccc(C)cc2)o1	-15%	-19%	0%	i	-7%	0.5%	2%	-11%	-3
O=[N+]([O-])c1ccc(OCCO)nc1	0%	11%	-5%	i	-4%	2.3%	-18%	3%	/
CCC1CCc2c(sc(NC(C)=O)c2C#N)C1 (stereo unspecified)	10%	-15%	7%	i	-10%	3.6%	3%	22%	-3
CCCCC(=O)Nc1ccc2c(c1)C(=O)NC2=O	-28%	-17%	8%	i	19%	-1.2%	3%	-11%	-16
COc1ccc(C)cc1N(CC(=O)Nc1cccnc1)S(=O)(=O)c1ccccc1	7%	-6%	3%	i	6%	0.1%	-3%	29%	7
Cc1ccccc1NC(=O)/C(=C\c1cccs1)NC(=O)c1ccco1	3%	-20%	1%	i	/	0.1%	-18%	-6%	37
COc1cc(NC(=O)N2CCC(CN3CCOCC3)CC2)cc(OC)c1OC	16%	10%	-3%	/	23%	-0.8%	/	/	/
COc1cccc(NC(=O)C(=O)NCC(c2cccnc2)N2CCN(c3ccccc3)CC2)c1 (stereo unspecified)	6%	-22%	3%	/	?	5.2%	/	/	/
COc1ccccc1COCC(O)CNCC1(N2CCCCC2)CCCCC1 (stereo unspecified)	4%	-12%	17%	i	1%	0.3%	-1%	-19%	7
Cc1cc2c(nn1)CCC/C2=N\O	0%	-5%	1%	i	-2%	0.3%	-3%	7%	15
CN(CCCOc1ccccc1Br)Cc1ccccc1	-3%	-18%	0%	i	4%	3.9%	-7%	/	0
The list goes on.
SMILES	TGFb SMAD3 inh	HepG2 tox	A549 viability	ATXN viability	Nrf2 inh	Nrf2 ARE act	MCF10A rerep	ATXN2 expr inh	IL-1B inflam inh
CCOc1ccc(NC(=O)Nc2ccc(Cc3ccncc3)cc2)cc1	0%	-52%	-6%	i	-7%	-0.4%	?	-13%	-5
CCOC(=O)c1cc2c(ccn2C)n1CC(=O)N1C(C)CCCC1C (stereo unspecified)	-1%	6%	0%	i	-16%	-0.3%	?	-1%	-27
CCOC(=O)C(/C=C(\C#N)C(=O)OCC)=C(/N)N1CCN(c2ccccc2)CC1	7%	-21%	-7%	i	8%	-0.5%	6%	10%	-16
COc1ccc(-c2noc(CSc3nnc(C)n3-c3ccc(OC)cc3)n2)cc1	?	-25%	-3%	?	-11%	9.4%	/	-20%	/
S=C(NCCCN1CCOCC1)NCCCN1CCOCC1	-17%	-1%	10%	i	-15%	0.4%	-3%	-7%	0
CN1CCCC(OC(=O)c2ccccc2F)C1 (stereo unspecified)	14%	7%	-4%	i	-4%	-0.7%	-5%	-13%	0
CNC(=S)NCCC(c1ccccc1)c1ccccc1	-22%	1%	0%	i	-5%	3.7%	-7%	-30%[11.3 µM]	4
CCOc1ccc(CCNC(=O)CCC(=O)N2CCSc3ccccc32)cc1OCC	-17%	-23%	2%	i	12%	-0.1%	17%	-2%	0
Cc1n[nH]c(=S)n1/N=C/c1ccc(OCc2ccc(Cl)cc2Cl)cc1	-16%	-11%	-4%	i	13%	3.1%	1%	6%	2
CC(C)NC(=O)Nc1ccc2c(c1)C(=O)N([C@H](C)CO)C[C@H](C)[C@@H](CN(C)C(=O)NC(C)C)O2	12%	4%	0%	i	-2%	-0.2%	19%	6%	9
Cc1ccc(F)cc1NC(=O)c1ccc2c(c1)OCO2	11%	-3%	-3%	i	/	0.1%	-24%	23%	13
CNC(=S)Nc1ccc(C)cc1	0%	-87%	-1%	i	16%	0.0%	98%	-3%	-6
COC(=O)C1=C(C)N(C)C(C)=C(C(=O)OC)C1c1cccc(Br)c1	19%	-2%	-6%	i	-16%	0.3%	?	3%	15
Cc1c(-c2nsc(NC(=O)c3cccs3)n2)nnn1-c1ccc(Br)cc1	-26%	-37%	-3%	32µM*	?	14%	/	?	/
COC(=O)c1ccccc1NC(=O)Cn1cc2c(n1)CCC(C)C2 (stereo unspecified)	-2%	-17%	2%	i	7%	-0.1%	4%	-16%	?
CCOC(=O)C1CCCN(Cc2nc(N)nc(Nc3ccccc3)n2)C1 (stereo unspecified)	14%	-20%	-1%	i	1%	0.4%	?	-6%	5
CCOc1ccc(C(C)(O)CN2CCOCC2)cc1 (stereo unspecified)	0%	-22%	3%	i	-2%	-0.4%	-3%	-2%	-14
Cc1c(N(C(=O)CNC(=O)c2ccccc2)C2(C(=O)NC3CCCCC3)CCCCC2)c(=O)n(-c2ccccc2)n1C	-22%	10%	1%	i	19%	-0.5%	-4%	-35%	-4
CCc1nc2ccc(C(=O)N(C)Cc3ccco3)cn2c1N(C)Cc1ccc(OC)cc1	-28%	-28%	/	i	/	5.4%	/	?	?
COc1cccc(C2CC(c3ccc(Cl)cc3Cl)Nc3nc(N)nn32)c1 (stereo unspecified)	-10%	-63%	3%	i	-9%	4.4%	-8%	-12%	16
CCOC(=O)c1c(C)oc2c(CC(=O)c3ccccc3)c(Cl)c(O)c(O)c12	?	-37%	-2%	i	13%	?	1%	-7%	-26
COc1ccc(-c2csc(Nc3cccc(C)n3)n2)cc1C	2%	-17%	-12%	i	?	5.7%	?	155%[activator]	12
CC(Nc1nc(-c2ccccc2F)nc2ccccc12)c1ccccc1 (stereo unspecified)	?	-5%	-5%	i	?	0.2%	?	-27%	-90*
CC1CC(C)CN(C(=S)NC2CCCCC2)C1 (stereo unspecified)	-22%	-66%	10%	?	-2%	0.6%	22%	4%	14
CCCC(=O)Nc1nnc(SCC(=O)NCc2cccs2)s1	-2%	-3%	1%	i	?	0.1%	0%	3%	8
(list continues)
SMILES	TGFb SMAD3 inh	HepG2 tox	A549 viability	ATXN viability	Nrf2 inh	Nrf2 ARE act	MCF10A rerep	ATXN2 expr inh	IL-1B inflam inh
Cc1ccc(CNC(=O)CCc2c(C)nn(-c3ccc(N4CCOCC4)nn3)c2C)cc1	4%&-5%	4%&2%	-6%&7%	i	?	0.2%&0.4%	-4%	1%	-3
CCn1c(=O)n(-c2ccc3c(c2)OCO3)c2nc(-c3cccc(OC)c3OC)nc(C(N)=O)c21	?	-17%	-7%	i	-5%	0.4%	/	-6%	/
O=C(CC1Sc2ccccc2NC1=O)OCC(=O)N1CCc2ccccc21 (stereo unspecified)	-1%	-12%	-8%	?	?	12%	6%	11%	25
CC1=Nc2cc(C(=O)NC3CCCC3)ccc2Sc2ccc(Br)cc21	?	-35%	1%	?	?	0.2%	/	-4%	/
CCc1ccccc1NC(=O)Cn1ccn(-c2cc(C)cc(C)c2)c(=O)c1=O	4%	-10%	4%	/	14%	-4.0%	/	/	/
CCOc1ccc(N(C(=O)c2ccccc2F)S(=O)(=O)c2ccc3c(c2)n(C)c(=O)n3C)cc1	0%	1%	0%	i	24%	-1.1%	/	4%	/

Entries of single compounds, quoted from the list:
Entry for `CCc1ccccc1NC(=O)Cn1ccn(-c2cc(C)cc(C)c2)c(=O)c1=O` → TGFb SMAD3 inh = 4%; HepG2 tox = -10%; A549 viability = 4%; ATXN viability = /; Nrf2 inh = 14%; Nrf2 ARE act = -4.0%; MCF10A rerep = /; ATXN2 expr inh = /; IL-1B inflam inh = /
Entry for `CC1=Nc2cc(C(=O)NC3CCCC3)ccc2Sc2ccc(Br)cc21` → TGFb SMAD3 inh = ?; HepG2 tox = -35%; A549 viability = 1%; ATXN viability = ?; Nrf2 inh = ?; Nrf2 ARE act = 0.2%; MCF10A rerep = /; ATXN2 expr inh = -4%; IL-1B inflam inh = /

No enrichment for hits. About 8.8% of those tested had a hit in this group.
